V1R ag counter = V1a receptor agonism, counter-screen for OXTR agonists | CHO-V1R cells, Fluo-8 calcium fluorescence, agonist mode; 0% DMSO, 100% 3 nM vasopressin | AID 2797 | activation, % at 3 µM | 320,000 compounds, 0.25% hits | P37288;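 active means activation above the mean activation of all tested compounds plus 3 SD, per screening run, cut at about 20% in these data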;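 further: signal is peak over basal fluorescence ratio across a 100 second FLIPR read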
Target sequence (P37288 whole entry, looked up): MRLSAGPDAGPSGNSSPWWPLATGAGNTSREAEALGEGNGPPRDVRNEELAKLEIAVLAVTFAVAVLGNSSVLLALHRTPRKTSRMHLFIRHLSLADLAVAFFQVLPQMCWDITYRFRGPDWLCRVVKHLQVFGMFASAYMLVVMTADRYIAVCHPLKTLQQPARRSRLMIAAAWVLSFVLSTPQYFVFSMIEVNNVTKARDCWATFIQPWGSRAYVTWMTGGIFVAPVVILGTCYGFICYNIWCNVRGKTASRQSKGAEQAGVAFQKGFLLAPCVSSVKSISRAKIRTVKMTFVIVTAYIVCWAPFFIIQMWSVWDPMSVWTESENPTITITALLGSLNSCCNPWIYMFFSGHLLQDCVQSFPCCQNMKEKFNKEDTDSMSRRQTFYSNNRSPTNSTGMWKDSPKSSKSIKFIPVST
NALP1 inh = inhibitors of NALP1 inflammasome in yeast; S. cerevisiae NALP1/ASC/caspase-1 growth, X-gal OD620, 72 h; AID 2071; 280,000 compounds, 0.61% hits; inhibition, % at 10 µM; in the data active means inhibition mostly above about 24%, no sharp cut-off; inactive means mostly below about 32%; further: some compounds called inactive have numbers as strong as hits
GPR7 antagonist = antagonists of human GPR7 (neuropeptides B/W receptor 1); P48145; GPR7-expressing cells, fluorescence antagonist assay; inhibition, % at 4.4 µM; 290,000 compounds, 1.1% hits; in the data active means inhibition above about 16%, passing the limit was not always enough;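 further: cells stimulated with the agonist NPW; 0% = agonist with vehicle and 100% = vehicle without agonist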
MEKK3 PB1 HTS = MEKK3-MEK5 PB1 interaction, increase or decrease; Q99759; bead-based flow cytometry, Alexa488-MEK5 binding to MEKK3; actives lie on both sides; 0 = blocked by unlabeled MEK5, 100 = vehicle; binding response (% of control), % at 10 µM; 290,000 compounds, 1.4% hits;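 active means binding response more than 3 SD above or below the average of its plate-row segment, actives on both sides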;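 further: Alexa488 bead fluorescence after subtracting the streptavidin-only scavenger bead signal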
OXTR agonist = agonists of human oxytocin receptor. P30559. CHO-OTR cells, Fluo-8 calcium fluorescence; normalized: DMSO 0%, oxytocin 100%. activation, % at 3 µM. 320,000 compounds, 0.32% hits. AID 2435;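 active means activation above the mean of all tested compounds plus 3 SD, cutoff set per screening run, cut at about 20% in these data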;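 further: peak over basal fluorescence ratio from a 100 s FLIPR kinetic read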
Target sequence (P30559 whole entry, looked up): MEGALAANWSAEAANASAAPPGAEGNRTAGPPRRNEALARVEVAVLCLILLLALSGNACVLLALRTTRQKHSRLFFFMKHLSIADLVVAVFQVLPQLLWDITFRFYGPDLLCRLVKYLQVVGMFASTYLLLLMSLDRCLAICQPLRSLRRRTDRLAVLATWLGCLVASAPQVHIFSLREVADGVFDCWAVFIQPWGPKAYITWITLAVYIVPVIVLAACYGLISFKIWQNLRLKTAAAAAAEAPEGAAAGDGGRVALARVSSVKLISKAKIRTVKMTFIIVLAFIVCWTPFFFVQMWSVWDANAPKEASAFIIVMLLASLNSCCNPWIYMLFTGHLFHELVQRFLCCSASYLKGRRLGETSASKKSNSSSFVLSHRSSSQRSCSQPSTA
MEKK2mut PB1 HTS = signal of MEK5 binding to mutant human MEKK2 PB1 domain; AID 1530; 290,000 compounds, 0.35% hits; bead flow cytometry, Alexa488-MEK5 binding to MEKK2 mutant; percent response, % at 10 µM; in the data active means percent response above about 24%, passing the limit was not always enough; further: inactives centre near 1; some results filed as inactive read as strong as hits; reference of the scale not given here
MEKK2wt PB1 HTS = raises or lowers MEK5 binding to wildtype human MEKK2 PB1 domain; bead flow cytometry, Alexa488-MEK5 binding to MEKK2 WT; actives lie on both sides; Q9Y2U5; 290,000 compounds, 1.1% hits; binding response (% of control), % at 10 µM; AID 1531; in the data active means binding response below about 67% or above about 130%
PHOSPHO1 block = PHOSPHO1 (human) inhibition. Q8TCT1. recombinant PHOSPHO1, absorbance phosphatase assay. inhibition, % at 13.3 µM. 290,000 compounds, 1.1% hits. AID 1565; in the data active means inhibition above about 60%
Target sequence (Q8TCT1 whole entry, looked up): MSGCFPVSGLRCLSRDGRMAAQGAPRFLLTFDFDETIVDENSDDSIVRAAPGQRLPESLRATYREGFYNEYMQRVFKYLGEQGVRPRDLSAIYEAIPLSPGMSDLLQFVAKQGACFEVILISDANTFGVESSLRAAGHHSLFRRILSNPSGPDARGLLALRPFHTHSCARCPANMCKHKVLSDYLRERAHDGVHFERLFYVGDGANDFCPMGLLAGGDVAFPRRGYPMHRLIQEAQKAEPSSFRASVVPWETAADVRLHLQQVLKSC
GalR3 antag = blocks the human galanin receptor 3; O60755; HEK293 GalR3-CNG cAMP membrane potential fluorescence; galR3 body fused to GalR1 C-terminus; 360,000 compounds, 0.44% hits; inhibition, % at 3 µM;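 active means inhibition above the screen-wide average plus 3 SD, cut at about 13% in these data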;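 further: forskolin and galanin both at EC90 stimulate the cells; cAMP rise reported by CNG channel membrane potential dye signal; 0% = forskolin plus galanin with DMSO and 100% = forskolin alone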
* marks the source's active call; other numbers are inactive results; / = not tested or not shown; [ ] = another dose, or the depositor's remark.

SMILES	V1R ag counter	NALP1 inh	GPR7 antagonist	MEKK3 PB1 HTS	OXTR agonist	MEKK2mut PB1 HTS	MEKK2wt PB1 HTS	PHOSPHO1 block	GalR3 antag
O=C(Nc1cc(NC(=O)c2ccccc2F)ccc1Cl)c1ccccc1	-0.5	-4	-7	100	-1.8	0	98	/	-1
Cc1cc[n+](CC(=O)c2ccccc2)c2ccccc12	0.9	-20	-4	95	0.5	-6	87	3	-7
CCN(CC)C(=O)Cn1cc(C(=O)C(=O)N2CCN(c3ccc(OC)cc3)CC2)c2ccccc21	0.2	0	2	96	-0.2	2	96	22	4
Cc1cccc(C)c1NC(=O)c1c[nH]c2ccccc12	1.9	14	-6	101	-0.3	4	99	33	-12
CN(C)c1nc(-c2ccccn2)nnc1-c1ccccc1	0.2	10	3	102	1.1	5	108	9	3
COc1ccccc1NC(=O)C1=C(C)Nc2nc(CCCO)nn2C1c1ccc2c(c1)OCO2 (configuration not stated)	0.0	0	-6	98	-0.4	0	97	-36	4
CC(=O)c1c(C)[nH]c(C(=O)CSc2nnc(N)s2)c1C	1.8	-1	-13	107	0.4	3	104	12	-3
COc1ccc(S(=O)(=O)N2CCCC2c2cccs2)cc1 (configuration not stated)	0.5	-1	-6	95	-3.3	-6	97	-2	-2
O=C(c1[nH]ncc1-c1ccccc1)C1CO1 (configuration not stated)	1.5	21	9	79	1.2	-19	79	12	-5
CC(C)(C)NC(=O)NC(=O)CN1CCCc2ccccc21	1.3	22	-13	106	0.9	5	99	-13	-4
CCSc1nc2ccccc2n1C(=O)c1ccc(S(=O)(=O)N2CCCCC2)cc1	-0.5	-2	0	103	-0.5	4	102	-6	-7
COc1ccc(S(=O)(=O)NCCOc2cccc3cccnc23)cc1OC	/	1	-5	101	/	-6	96	12	-4
COCOc1ccc(-c2cc(=O)c3c(OCOC)cc(OCOC)cc3o2)cc1	0.1	/	/	102	-0.2	0	100	/	/
CCn1c(SCC(=O)N2CCC(C(N)=O)(N3CCCCC3)CC2)nnc1-c1ccccc1	1.5	24	1	84	-0.7	6	94	0	1
Cc1ccc(C(=O)C(C)Oc2ccc3ccc(=O)oc3c2)cc1 (configuration not stated)	-0.1	4	21	99	-1.4	3	97	8	-1

Laid out differently: results already given.
compound | V1R ag counter | NALP1 inh | GPR7 antagonist | MEKK3 PB1 HTS | OXTR agonist | MEKK2mut PB1 HTS | MEKK2wt PB1 HTS | PHOSPHO1 block | GalR3 antag
O=C(Nc1cc(NC(=O)c2ccccc2F)ccc1Cl)c1ccccc1 | -0.5 | -4 | -7 | 100 | -1.8 | 0 | 98 | / | -1
Cc1cc[n+](CC(=O)c2ccccc2)c2ccccc12 | 0.9 | -20 | -4 | 95 | 0.5 | -6 | 87 | 3 | -7
CCN(CC)C(=O)Cn1cc(C(=O)C(=O)N2CCN(c3ccc(OC)cc3)CC2)c2ccccc21 | 0.2 | 0 | 2 | 96 | -0.2 | 2 | 96 | 22 | 4

Other records follow.
SMILES	V1R ag counter	NALP1 inh	GPR7 antagonist	MEKK3 PB1 HTS	OXTR agonist	MEKK2mut PB1 HTS	MEKK2wt PB1 HTS	PHOSPHO1 block	GalR3 antag
CCOc1ccc2oc(C(=O)OCC(=O)NC3CC3)c(C)c2c1	1.0	1	-7	99	0.1	-6	96	23	-3
CCCN(CCC)CCNS(=O)(=O)c1ccc2c(c1)oc(=O)n2C	0.2	22	3	97	1.4	-2	97	35	-1
CC1(C)CC(=O)c2sc(NC(=O)c3ccco3)nc2C1	-0.1	24	-20	109	0.1	16	109	-21	2
Cc1[nH]n(-c2ccccc2)c(=O)c1C=Nc1ccc(S(=O)(=O)N(C)C)cc1	1.2	0	-1	105	1.1	-2	103	-6	0
COc1ccc(C)cc1NC(=O)CN(c1ccccc1)S(C)(=O)=O	-0.6	15	-8	87	-0.7	-9	87	4	-8
CCN(Cc1nc2ccccc2c(=O)[nH]1)Cc1cc(=O)oc2cc(C)c(C)cc12	-1.1	/	-14	101	-0.7	1	100	/	0
O=C1C2C(c3ccccc3)C=CC(c3ccccc3)C2C(=O)N1c1ccccn1 (configuration not stated)	-0.1	27	-5	98	-1.6	-1	99	0	1
CSc1cccc(NC(=O)CCCOc2ccc(Cl)cc2Cl)c1	0.7	18	1	104	0.1	3	103	7	-4
COc1cc(C(=O)OCC2CC(c3ccccc3)=NO2)cc(OC)c1OC (configuration not stated)	0.4	10	-14	101	-0.8	280*	93	38	-4
O=C(c1c[nH]c(C(=O)C(Cl)(Cl)Cl)c1)c1ccc(F)cc1Cl	1.4	-14	8	1.0*[inhibitor]	-0.1	-23	-2.0*[inhibitor]	26	-3
c1cn(-c2ccc(-c3ccnc4ncnn34)cc2)cn1	-0.1	17	-25	103	-0.5	1	103	20	-4
Cc1cc(C)nc(N(C#N)Cc2cccc(Cl)c2)n1	-1.1	-1	1	97	-2.1	-10	97	37	0
COc1cccc(NC(=O)C2C3C=CC4(O3)C2C(=O)N(C(C)C)C4C(=O)NC2CCCCC2C)c1 (configuration not stated)	0.4	3	-6	100	0.0	7	106	10	-5
O=C(N/N=C\c1ccc(Br)o1)C1COc2ccccc2O1 (configuration not stated)	-0.1	10	3	100	-0.7	-6	100	45	-3
COCCNC(=O)c1n[nH]c2ccccc12	1.7	6	-3	70*[inhibitor]	1.5	-3	85	-32	-3
O=C(CN1CCC(NC(=O)c2ccccc2F)CC1)NCc1ccc(F)cc1	0.5	-14	-2	101	1.1	7	106	22	5
Cc1ccc(N2CC(C(=O)NC3CC3)CC2=O)cc1 (configuration not stated)	-0.9	5	-9	100	-1.0	1	104	35	-10
COc1cc(C2C(C#N)=C(N)N(c3cccnc3)C3=C2C(=O)CCC3)ccc1O (configuration not stated)	1.3	-12	-9	97	1.0	3	98	38	-8
CN1CC(C(=O)Nc2ccc(F)c(Cl)c2)CC1=O (configuration not stated)	0.1	2	2	98	1.5	5	107	8	-9
Cc1ccc(C(=O)NCc2cccnc2)o1	0.1	6	-11	94	0.5	1	103	36	-4
NC(=O)N=Nc1c2[nH]c3ccccc3nc-2c2ccccc12	1.4	-15	-19	105	-1.4	4	105	12	-4
CC(=O)Nc1cccc(C(=O)/C=C/c2ccc[nH]2)c1	0.7	4	-9	98	0.6	1	96	1	-4
O=C(c1cc(-c2ccc3c(c2)OCO3)on1)N1CCOCC1	0.2	31	15	76	-0.2	-2	85	0	-7
CCCCCOc1ccc(C(=O)NCCC(=O)NCCCC(=O)OCC)cc1	0.2	13	-13	106	-0.5	3	107	20	-2
COc1ccc(C2/C(=C(/O)c3ccc(F)cc3)C(=O)C(=O)N2CCCN2CCOCC2)cc1OC (configuration not stated)	0.2	0	7	102	-1.0	2	107	3	/
CC(C)(C)OC(=O)NCCCCC1=CC2=CC(=O)C(C)(OC(=O)c3cnc4ccccc4n3)C(=O)C2=CO1 (configuration not stated)	1.1	/	/	97	1.0	0	93	/	/
Cc1ccc(NC(=O)N[C@@H](CC(C)C)C(=O)O)c(C)c1	0.5	-4	-7	97	0.8	-9	98	4	-6
CCc1ccc(S(=O)(=O)Nc2ccc(C)c(NS(C)(=O)=O)c2)cc1	2.7	/	-26	100	2.9	0	95	8	-5
CC1CCN(c2c([N+](=O)[O-])c(=O)oc3ccccc23)CC1	-0.2	29	-9	99	-1.1	1	105	-21	-1
CC(CN(C)C)CN1c2ccccc2CCc2ccccc21 (configuration not stated)	4.6	0	/	114	5.0	13	127	4	-4

An excerpt from above, showing only MEKK2wt PB1 HTS and MEKK2mut PB1 HTS:
molecule	MEKK2wt PB1 HTS	MEKK2mut PB1 HTS
O=C(Nc1cc(NC(=O)c2ccccc2F)ccc1Cl)c1ccccc1	98	0
CCSc1nc2ccccc2n1C(=O)c1ccc(S(=O)(=O)N2CCCCC2)cc1	102	4
COc1cc(C2C(C#N)=C(N)N(c3cccnc3)C3=C2C(=O)CCC3)ccc1O (configuration not stated)	98	3

Continued:
SMILES	V1R ag counter	NALP1 inh	GPR7 antagonist	MEKK3 PB1 HTS	OXTR agonist	MEKK2mut PB1 HTS	MEKK2wt PB1 HTS	PHOSPHO1 block	GalR3 antag
CCOc1cc(/C=N\NC(=O)c2ccc(NC(=O)C(C)(C)C)cc2)ccc1OC(=O)c1ccc(OC)cc1	-1.0	5	8	102	-1.0	0	105	2	1
C=C(C)Cn1c(N2CCN(c3ccc(OC)cc3)CC2)nc2c1c(=O)n(C)c(=O)n2C	2.2	-7	-9	95	1.3	-10	95	-12	10
COc1ccc(CNC(=O)CN(c2cc(C)cc(C)c2)S(=O)(=O)c2c(C)[nH]c(=O)[nH]c2=O)cc1	0.3	20	-8	98	0.7	1	99	64*	-4
COc1cccc(C(=O)Cn2c(N3CCOCC3)nc3c2c(=O)n(C)c(=O)n3C)c1	0.6	17	-4	103	1.4	5	103	2	-6
CCN(CC)CCOCCOc1cc(C)c(Cl)c(C)c1	0.8	-2	2	71	1.4	-14	82	0	-3
Cc1ccc(C(=O)N(Cc2cccnc2)Cc2cc3cc(C)ccc3n3nnnc23)cc1	-0.8	6	-3	98	0.3	-4	95	10	-4
CC(C)CC(NC(=O)C1CCC(C)CC1)C(=O)Nc1ccccc1F (configuration not stated)	-1.4	7	3	98	-2.4	-1	97	6	-4
CCc1cccc(NC(=O)CCNC(=O)Cn2ccc3ccccc3c2=O)c1	1.4	12	-5	103	-0.8	5	107	24	-8
Cc1c(C(=O)NCCSc2ccc(Cl)cc2)cccc1[N+](=O)[O-]	1.6	32	-2	87	0.3	0	101	-4	-5
CC(C)Cc1nnc(NC(=O)CS(=O)(=O)Cc2ccccc2)s1	0.0	34	3	119	-0.4	-1	105	-15	-3
O=C(CN(C(=O)CNS(=O)(=O)c1ccc(F)cc1)c1ccccc1)NCc1ccco1	0.8	1	7	100	0.9	2	98	37	-8
Cc1ccc(-n2nc(C)c3c2OC(N)=C(C#N)C3c2ccncc2)cc1 (configuration not stated)	0.4	25	1	96	-0.1	-3	93	-3	-2
Cc1ccc(CNC(=O)Cn2cnc(S(=O)(=O)N3CCC(C)CC3)c2)o1	0.2	16	1	97	0.8	-8	97	-32	-2
COc1cccc(CNC(=O)c2nnn(-c3ccc(OC(F)(F)F)cc3)c2N)c1	4.0	0	0	90	3.5	-7	89	-14	-4
CC(C)CN(CC(C)C)CC(O)COc1ccc([N+](=O)[O-])cc1 (configuration not stated)	0.2	18	-1	118	-2.2	0	103	5	-2
C=CCn1c(COc2ccccc2F)nnc1SCCN1C(=O)c2ccccc2C1=O	2.1	29	6	107	6.8	16	111	1	-1
O=S(=O)(c1ccccc1)N1CCN(C2CCN(Cc3ccccc3)CC2)CC1	1.9	4	-14	101	1.0	-4	99	13	-2
C=C1C(C(=O)Nc2ccc(OCC)cc2)C1C(=O)Nc1ccc(OCC)cc1 (configuration not stated)	1.0	-3	15	95	0.6	-3	95	36	8
CCOc1cc(/C=C2\C(=O)N(c3cccc(C(=O)O)c3)N=C2C(F)(F)F)ccc1OCC(=O)Nc1ccccc1OC	-1.4	18	-17	104	-1.5	5	99	32	/
COc1ccc(N(CC(=O)Nc2cccc3ccccc23)S(C)(=O)=O)c(OC)c1	0.3	12	-9	107	0.4	5	108	-12	-12
COc1ccc(OCCCON2C(=O)c3ccccc3C2=O)cc1	0.7	-3	-17	105	1.4	14	108	-17	-4
N#Cc1c(NC(=O)c2cc(C3CC3)on2)sc2c1CCC2	2.3	-1	/	98	0.9	4	99	9	/
CCSc1nnc(NC(=O)C(C)C)s1	0.6	1	2	101	-0.4	-7	98	-15	-2
CCc1c(C(=O)NNC(=S)NCc2ccccc2)csc1C	2.2	12	-7	101	1.0	-1	98	33	-3
C/C=C/c1ccc(OCc2cc(=O)n3cc(C)ccc3n2)c(OC)c1	-0.4	0	-16	108	-2.3	9	107	-2	-6
CC1(C)C/C(=C(/C#N)C(N)=O)CCO1	0.8	13	1	98	2.1	3	100	21	0

From PubChem BioAssay
